PKA-R2B activ: activates the human PKA-R2B holoenzyme complex | PKA-R2B holoenzyme dissociation, Cy5-IP20 fluorescence polarization; R2B truncated from residue 108, S112A mutant; 0% DMSO only, 100% 113 µM cGMP | activation, % at 11.4 µM | 340,000 tested, 0.079% active | AID 504700;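 active = activation above a cutoff set at the mean over all compounds plus 3 SD, cut at about 18% in these data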;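 also: higher means more holoenzyme dissociation and a rise in polarization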
MOR-DOR inv ag: mu-delta opioid heterodimer inverse agonism | cell-based MOR-DOR heterodimer luminescence | AID 504357 | 340,000 tested, 0.21% active | inhibition, % at 9.3 µM; in the data active = inhibition above about 22%, passing the limit was not always enough;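 also: 0% = cells with DMSO and 100% = wells without cells with DMSO; values of inactives mirror those of a sister screen read the other way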
DSG3 Ab inh: inhibitors of pemphigus antibody binding to human desmoglein-3; AID 588358; DSG3-coupled beads, scFv-anti-DSG3-GFP binding, flow cytometry; hits give low values; P32926; binding (percent of control), % at 10 µM; 310,000 tested, 0.48% active;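 active = binding more than 3 SD below its plate's average and above zero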;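 also: hits lower antibody fragment binding to DSG3; some compounds called inactive have numbers as strong as hits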
OPRM1-OPRD1 ag: OPRM1-OPRD1 heterodimerization agonism. P35372+P41143. cells, luminescence. activation, % at 9.3 µM. 340,000 tested, 0.3% active. AID 504326; in the data active = activation above about 18%;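 also: 0% = vehicle-treated cells and 100% = reference agonist; values of inactives mirror those of a sister screen read the other way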
V-ATPase pH: yeast V-ATPase proton transport regulation by pHLuorin. S. cerevisiae, pHLuorin cytosolic pH fluorescence. response, % at 10 µM. 350,000 tested, 0.37% active; in the data active = response mostly above about 7.3%, no sharp cut-off; inactive = mostly below about 5.4%; also: actives read high; inactives centre near 0; some compounds called inactive have numbers as strong as hits; reference of the scale not given here
HTR5A ag ctr: counter-screen for OPRM1-OPRD1 agonists: human HTR5A agonism. P47898. HTR5A agonist assay, luminescence, cell-based. activation, % at 9.3 µM. 340,000 tested, 0.61% active; in the data active = activation mostly above about 9.5%, no sharp cut-off; inactive = mostly below about 7.6%;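 also: 0% = cells with vehicle only and 100% = reference agonist; strong numbers were not always called active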
Target sequence (P47898 whole entry, looked up): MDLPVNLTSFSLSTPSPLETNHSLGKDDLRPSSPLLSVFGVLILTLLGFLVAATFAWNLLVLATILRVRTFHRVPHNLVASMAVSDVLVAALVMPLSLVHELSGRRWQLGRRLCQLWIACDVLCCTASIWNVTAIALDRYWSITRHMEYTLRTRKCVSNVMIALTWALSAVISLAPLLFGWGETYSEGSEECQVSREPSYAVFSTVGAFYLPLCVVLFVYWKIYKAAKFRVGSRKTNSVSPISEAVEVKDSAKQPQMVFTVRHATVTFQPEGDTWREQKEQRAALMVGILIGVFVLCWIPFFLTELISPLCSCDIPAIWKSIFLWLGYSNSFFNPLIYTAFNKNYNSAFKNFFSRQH
DAGLB inhibitor: diacylglycerol lipase beta (human) inhibition | inhibition, % at 5.17 µM | 340,000 tested, 0.059% active | Q8NCG7 | HEK293T DAGLB membrane lysate, EnzChek fluorogenic substrate; in the data active = inhibition above about 34%;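 also: 0% = enzyme with vehicle and 100% = wells lacking enzyme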
Target sequence (Q8NCG7 whole entry, looked up): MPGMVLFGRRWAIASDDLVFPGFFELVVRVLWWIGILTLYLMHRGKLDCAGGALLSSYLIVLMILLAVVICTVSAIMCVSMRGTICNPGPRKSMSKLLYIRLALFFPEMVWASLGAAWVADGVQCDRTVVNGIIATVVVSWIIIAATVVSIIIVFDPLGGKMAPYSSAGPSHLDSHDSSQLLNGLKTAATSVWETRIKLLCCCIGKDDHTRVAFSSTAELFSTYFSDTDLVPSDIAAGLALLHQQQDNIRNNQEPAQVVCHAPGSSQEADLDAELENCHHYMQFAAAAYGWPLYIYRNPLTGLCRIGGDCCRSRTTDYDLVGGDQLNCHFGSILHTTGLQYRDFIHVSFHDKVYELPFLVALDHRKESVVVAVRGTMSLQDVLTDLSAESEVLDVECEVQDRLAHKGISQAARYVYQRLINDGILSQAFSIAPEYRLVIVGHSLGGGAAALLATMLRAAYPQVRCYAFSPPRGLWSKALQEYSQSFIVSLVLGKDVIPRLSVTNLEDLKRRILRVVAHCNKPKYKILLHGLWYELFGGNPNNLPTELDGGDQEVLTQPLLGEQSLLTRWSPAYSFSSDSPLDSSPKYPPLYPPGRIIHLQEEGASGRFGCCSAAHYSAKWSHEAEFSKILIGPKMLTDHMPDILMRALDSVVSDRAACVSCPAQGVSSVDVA
PKA-R1A act: activates the PKA-R1A holoenzyme complex | 340,000 tested, 0.083% active | P00514+P68181 | AID 504707 | activation, % at 11.4 µM | PKA-R1A dissociation, Cy5-IP20 fluorescence polarization; scaled: DMSO 0%, 113 µM cGMP 100%;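 active = percent activation above the mean of all tested compounds plus 3 SD, cut at about 19% in these data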;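 also: higher means more PKAc released from R1A so a rise in polarization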
Arrestin-AP2 inh: blocks beta-arrestin peptide binding to AP2 adaptin; AID 504490; inhibition, % at 10 µM; 340,000 tested, 0.31% active; FITC-arrestin peptide / GST-AP2 beads, flow cytometry; AP2 beta2 appendage carries R879A mutation;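 active = inhibition above a set limit, near 3 SD of compounds lacking own fluorescence, cut at about 54% in these data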;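 also: plate controls were DMSO wells for no effect and 5 µM unlabelled arrestin peptide for full effect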
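System: GST-tagged AP2 beta2-adaptin appendage (R879A) on 4 µm glutathione beads / Reagent: FITC-arrestin peptide, 50 nM / Detection: HyperCyt-sampled flow cytometry, FL1 channel, ex 488/em 535 nm / Timing: 12 min plus 1 h, RT / Buffer or medium: PBS plus Tween 20 (0.05%) and BSA (0.1%)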
HTR5A inv ag: inverse agonist of human HTR5A in OPRM1-OPRD1 counter-screen | P47898 | HTR5A cell line, luminescence, inverse agonism | inhibition, % at 9.3 µM | 340,000 tested, 0.083% active | AID 504634; in the data active = inhibition mostly above about 23%, no sharp cut-off; inactive = mostly below about 18%;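 also: 0% = cells with DMSO and 100% = no-cell wells with DMSO; some compounds called inactive have numbers as strong as hits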
The depositor's hits bear a star.

For Cn1ccc2ccc(C3=CC(=O)C[C@H](c4ccc(F)cc4)C3)cc21 the results were PKA-R2B activ -14, MOR-DOR inv ag 10, DSG3 Ab inh 104, OPRM1-OPRD1 ag -1.8, V-ATPase pH -3, HTR5A ag ctr 5, DAGLB inhibitor -11, PKA-R1A act 3, Arrestin-AP2 inh -6 and HTR5A inv ag 9.
Screening O=C(NCCCN1CCOCC1)c1sc2cc([N+](=O)[O-])ccc2c1Cl returned PKA-R2B activ 7, MOR-DOR inv ag 0, DSG3 Ab inh 104, OPRM1-OPRD1 ag 0.0, V-ATPase pH 1, HTR5A ag ctr -2, DAGLB inhibitor 2, PKA-R1A act -7, Arrestin-AP2 inh 14 and HTR5A inv ag 6.
Cc1ccc(C)c(S(=O)(=O)Nc2ccc(O)cc2)c1 was read as PKA-R2B activ -7, MOR-DOR inv ag 12, DSG3 Ab inh 109, OPRM1-OPRD1 ag -2.0, V-ATPase pH -1, HTR5A ag ctr 0, DAGLB inhibitor -1, PKA-R1A act -2, Arrestin-AP2 inh -7 and HTR5A inv ag -6.
Screening COc1ccc(/C=C/C(=O)NC(=S)NCc2ccccc2)cc1OC returned PKA-R2B activ -9, MOR-DOR inv ag -35, DSG3 Ab inh 103, OPRM1-OPRD1 ag 7.0, V-ATPase pH 0, HTR5A ag ctr 9, DAGLB inhibitor -5, PKA-R1A act -8, Arrestin-AP2 inh -3 and HTR5A inv ag -11.
`CC1(C)Cc2c(C#N)c(SCc3nc4ccccc4[nH]3)nc(N3CCOCC3)c2CO1` gave PKA-R2B activ -2, MOR-DOR inv ag 14, DSG3 Ab inh 97, OPRM1-OPRD1 ag -2.3, V-ATPase pH 1, HTR5A ag ctr -2, DAGLB inhibitor -2, PKA-R1A act -9, Arrestin-AP2 inh -4 and HTR5A inv ag -8.
O=C(NCc1ccc(Cl)cc1)C(=O)NCC1OCCN1S(=O)(=O)c1ccc2c(c1)OCCO2 (configuration not stated) was read as PKA-R2B activ 9, MOR-DOR inv ag -1, DSG3 Ab inh 106, OPRM1-OPRD1 ag 0.1, V-ATPase pH 2, HTR5A ag ctr 3, DAGLB inhibitor 0, PKA-R1A act -13, Arrestin-AP2 inh -1 and HTR5A inv ag -28.
For Cc1cccc(N/C=C/C(=O)c2cccs2)c1C the results were PKA-R2B activ 0, MOR-DOR inv ag -14, DSG3 Ab inh 113, OPRM1-OPRD1 ag 2.6, V-ATPase pH 0, HTR5A ag ctr 7, DAGLB inhibitor -6, PKA-R1A act -4, Arrestin-AP2 inh 3 and HTR5A inv ag -18.
Screening CC(C)Oc1ccc(CNCCC2(C(C)C)CCOC(C)(C)C2)cc1 (configuration not stated) returned PKA-R2B activ -2, MOR-DOR inv ag -44, DSG3 Ab inh 104, OPRM1-OPRD1 ag 8.5, V-ATPase pH 3, HTR5A ag ctr -6, DAGLB inhibitor -2, PKA-R1A act -1, Arrestin-AP2 inh -1 and HTR5A inv ag -16.
Screening CCOc1ccc(NC(=O)CN(C)C(=O)c2ccncc2)cc1OCC returned PKA-R2B activ -5, MOR-DOR inv ag 17, DSG3 Ab inh 110, OPRM1-OPRD1 ag -3.2, V-ATPase pH -2, HTR5A ag ctr 1, DAGLB inhibitor 0, PKA-R1A act -2, Arrestin-AP2 inh -3 and HTR5A inv ag -16.
`CCN(CC)CCn1c2c(c(SCC(=O)Nc3ccc(C)c(F)c3)nc1=O)CCCC2` gave PKA-R2B activ -18, MOR-DOR inv ag 20, DSG3 Ab inh 104, OPRM1-OPRD1 ag -3.9, V-ATPase pH -3, HTR5A ag ctr 0, DAGLB inhibitor 2, PKA-R1A act -15, Arrestin-AP2 inh -21 and HTR5A inv ag 1.
O=C(CCC1CC(=O)Nc2ccccc21)NCc1ccccc1 (configuration not stated) was read as PKA-R2B activ 0, MOR-DOR inv ag 13, DSG3 Ab inh 102, OPRM1-OPRD1 ag -2.6, V-ATPase pH 0, HTR5A ag ctr 2, DAGLB inhibitor -1, PKA-R1A act 2, Arrestin-AP2 inh -2 and HTR5A inv ag -28.
`Cn1c(=O)c2c(nc(NCCCO)n2C/C=C/c2ccccc2)n(C)c1=O` gave PKA-R2B activ -1, MOR-DOR inv ag -6, DSG3 Ab inh 112, OPRM1-OPRD1 ag 1.2, V-ATPase pH 2, HTR5A ag ctr 0, DAGLB inhibitor 0, PKA-R1A act 1, Arrestin-AP2 inh 2 and HTR5A inv ag 1.
For CC(C)CN(C(=O)C(c1ccccc1)c1ccccc1)c1c(N)n(CC(C)C)c(=O)[nH]c1=O the results were PKA-R2B activ -1, MOR-DOR inv ag 9, DSG3 Ab inh 101, OPRM1-OPRD1 ag -1.6, V-ATPase pH 2, HTR5A ag ctr -4, DAGLB inhibitor 2, PKA-R1A act 6, Arrestin-AP2 inh 2 and HTR5A inv ag 11.
COc1cccc(N2CCN(C(=O)c3ccc(CS(=O)Cc4ccc(Cl)cc4)o3)CC2)c1 (configuration not stated) was read as PKA-R2B activ -1, MOR-DOR inv ag 5, OPRM1-OPRD1 ag -1.1, V-ATPase pH 1, HTR5A ag ctr 1, DAGLB inhibitor 4, PKA-R1A act -12, Arrestin-AP2 inh 1 and HTR5A inv ag -32.
Screening O=C1CC(NS(=O)(=O)c2cccnc2)CN1c1cccc(F)c1 (configuration not stated) returned PKA-R2B activ -1, MOR-DOR inv ag 9, DSG3 Ab inh 103, OPRM1-OPRD1 ag -1.9, V-ATPase pH -5, HTR5A ag ctr 2, DAGLB inhibitor 1, PKA-R1A act -6, Arrestin-AP2 inh -3 and HTR5A inv ag -23.
Cc1ccc(S(=O)(=O)Nc2ccc(NC(=O)c3ccc(F)cc3)cc2)cc1 was read as PKA-R2B activ -9, MOR-DOR inv ag -11, DSG3 Ab inh 92, OPRM1-OPRD1 ag 2.1, V-ATPase pH 0, HTR5A ag ctr 0, DAGLB inhibitor -2, PKA-R1A act -17, Arrestin-AP2 inh 23 and HTR5A inv ag -1.
Screening COCc1ccc(CN2CCC(Oc3ccc(C(=O)NCc4ccccn4)cc3)CC2)o1 returned PKA-R2B activ -3, MOR-DOR inv ag 7, DSG3 Ab inh 110, OPRM1-OPRD1 ag -2.0, V-ATPase pH 3, HTR5A ag ctr 2, DAGLB inhibitor 0, PKA-R1A act -2, Arrestin-AP2 inh 4 and HTR5A inv ag -5.
Screening O=C(Cn1c(C(=O)NCC2CCCO2)cc2sccc21)c1ccccc1 (configuration not stated) returned PKA-R2B activ -5, MOR-DOR inv ag 9, DSG3 Ab inh 98, OPRM1-OPRD1 ag -1.8, V-ATPase pH -2, HTR5A ag ctr 1, DAGLB inhibitor 1, PKA-R1A act -7, Arrestin-AP2 inh 3 and HTR5A inv ag -13.
CCCCC(CC)C(=O)NCC(C)NC(=O)C(CC)CCCC (configuration not stated) was read as PKA-R2B activ -10, MOR-DOR inv ag 9, DSG3 Ab inh 99, OPRM1-OPRD1 ag -1.6, V-ATPase pH 6, HTR5A ag ctr 5, DAGLB inhibitor 2, PKA-R1A act 1, Arrestin-AP2 inh 0 and HTR5A inv ag 18.
`COc1ccc(OS(=O)(=O)c2c(C)noc2C)cc1` gave PKA-R2B activ -7, MOR-DOR inv ag 8, DSG3 Ab inh 103, OPRM1-OPRD1 ag -1.6, V-ATPase pH 0, HTR5A ag ctr 0, DAGLB inhibitor -4, PKA-R1A act -4, Arrestin-AP2 inh -3 and HTR5A inv ag -3.
Screening O=C(CSc1ccc(-c2cccnc2)nn1)N1CCCCC1 returned PKA-R2B activ -6, MOR-DOR inv ag 15, OPRM1-OPRD1 ag -2.9, V-ATPase pH -1, HTR5A ag ctr 0, DAGLB inhibitor -2, PKA-R1A act -12, Arrestin-AP2 inh 35 and HTR5A inv ag -7.
For CC12CC(NC(=O)N1c1ccc(C(=O)N3CCN(c4ccc(F)cc4)CC3)cc1)c1ccccc1O2 (configuration not stated) the results were PKA-R2B activ -5, MOR-DOR inv ag -3, DSG3 Ab inh 96, OPRM1-OPRD1 ag 0.6, V-ATPase pH 2, HTR5A ag ctr -4, DAGLB inhibitor 2, PKA-R1A act 7, Arrestin-AP2 inh -11 and HTR5A inv ag -4.
Screening CCOc1ccccc1NC(=O)N1C2CCCC1CC(NC(=O)C1CC1)C2 (configuration not stated) returned PKA-R2B activ 0, MOR-DOR inv ag 18, DSG3 Ab inh 100, OPRM1-OPRD1 ag -2.9, V-ATPase pH -3, HTR5A ag ctr 0, DAGLB inhibitor 1, PKA-R1A act -3, Arrestin-AP2 inh 16 and HTR5A inv ag 16.
Cc1ccc(C)c(S(=O)(=O)Nc2ccccc2C(=O)Nc2cc(C)on2)c1 was read as PKA-R2B activ -4, MOR-DOR inv ag -9, DSG3 Ab inh 100, OPRM1-OPRD1 ag 1.4, V-ATPase pH -2, HTR5A ag ctr -1, DAGLB inhibitor 11, PKA-R1A act -3, Arrestin-AP2 inh -8 and HTR5A inv ag 2.
Screening COc1cccc(C(CNC(=O)c2ccc(Cl)c(S(=O)(=O)N3CCCC3)c2)N(C)C)c1 (configuration not stated) returned PKA-R2B activ 1, MOR-DOR inv ag -49, DSG3 Ab inh 101, OPRM1-OPRD1 ag 12, V-ATPase pH -3, HTR5A ag ctr -1, DAGLB inhibitor 0, PKA-R1A act -6, Arrestin-AP2 inh -10 and HTR5A inv ag 8.
For N#CC1(C#N)COC23CCCCC2C1(C#N)C(=N)O3 (configuration not stated) the results were PKA-R2B activ -1, MOR-DOR inv ag -5, OPRM1-OPRD1 ag 0.9, V-ATPase pH 0, HTR5A ag ctr 1, DAGLB inhibitor -1, PKA-R1A act -17, Arrestin-AP2 inh -1 and HTR5A inv ag -10.
For COc1ccc(C(=O)NCC2(N3CCCCC3)CCCCC2)cc1S(=O)(=O)N(C)C the results were PKA-R2B activ -1, MOR-DOR inv ag 13, OPRM1-OPRD1 ag -2.0, V-ATPase pH 0, HTR5A ag ctr 0, DAGLB inhibitor -1, PKA-R1A act -2, Arrestin-AP2 inh -2 and HTR5A inv ag -50.
For Cc1cccc(N2C(=O)C3C4C=CC(C5CC45)C3C2=O)n1 (configuration not stated) the results were PKA-R2B activ -1, MOR-DOR inv ag 12, DSG3 Ab inh 117, OPRM1-OPRD1 ag -2.5, V-ATPase pH -4, HTR5A ag ctr 9, DAGLB inhibitor -1, PKA-R1A act 4, Arrestin-AP2 inh -2 and HTR5A inv ag -7.
For COc1ccc(CNC(=O)CCCSc2ccccc2)cc1 the results were PKA-R2B activ -5, MOR-DOR inv ag -3, DSG3 Ab inh 101, OPRM1-OPRD1 ag 0.4, V-ATPase pH -1, HTR5A ag ctr -1, DAGLB inhibitor -5, PKA-R1A act 11, Arrestin-AP2 inh -4 and HTR5A inv ag -7.

Source: PubChem
